# Assay outcomes from PubChem BioAssay.
# Bcl-xL primary: inhibitors of human Bcl-xL, primary screen, biochemical, fluorescence polarization, HTS | GST-Bcl-xL / FITC-Bim BH3 peptide fluorescence polarization | inhibition, % at 10.9 µM | actives 0.7% (n = 320,000) | AID 2129, 2009;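 active = inhibition above the mean of all tested compounds plus 3 SD, cutoff set per campaign, cut at about 30% in these data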;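 also: 0% = DMSO wells and 100% = unlabeled Bim-BH3 peptide competitor; inhibitors lower millipolarization by displacing the labeled peptide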
# Target sequence (Q07817 whole entry, looked up): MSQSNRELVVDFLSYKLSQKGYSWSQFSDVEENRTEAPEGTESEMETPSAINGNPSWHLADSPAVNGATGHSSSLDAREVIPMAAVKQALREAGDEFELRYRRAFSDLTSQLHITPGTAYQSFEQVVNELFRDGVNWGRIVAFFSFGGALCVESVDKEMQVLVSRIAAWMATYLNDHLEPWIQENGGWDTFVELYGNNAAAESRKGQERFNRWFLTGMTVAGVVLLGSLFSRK
# Efflux pump inh: inhibitors of Candida efflux pumps in yeast, primary screen, S. cerevisiae, Nile Red, multiplex; inhibition, % at 10 µM; S. cerevisiae Candida pump triplex; actives 0.44% (n = 330,000); AID 485275, 2010;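 active = plate passing quality check with inhibition over a set limit, or well fluorescence over plate mean plus 4 SD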;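 also: Nile Red retained in pooled yeast measured as flow cytometry median fluorescence; 0% = buffer negative control and 100% = Enniatin B positive control; higher means more Nile Red kept so more efflux inhibition; some compounds called inactive have numbers as strong as hits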
# MEX-5 binding: MEX-5 zinc finger RNA-binding disruptors – biochemical, C. elegans, fluorescence polarization, MLPCN library, primary screen; Zinc finger protein mex-5 (Caenorhabditis elegans), Q9XUB2; MEX-5/FITC-TCR2 RNA binding; stronger effect = lower value; activity score (negative = inhibition of binding), % at 10 µM; actives 0.38% (n = 300,000);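 active = inhibition past about -25% in most replicates, and total fluorescence under double the plate's negative control median, limit read from the data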;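 also: 0% = DMSO and -100% = 5 µM competing unlabeled TCR2 RNA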
# VLA-4 inh: inhibition in human VLA-4 binding assay, primary screen, VLA-4 allosteric modulator project, MLPCN library, flow cytometry, VLA-4 expressing cells; ligand binding flow cytometry; Integrin alpha-4 (Homo sapiens), P13612; inhibition, % (about 7 µM as worked out from the volumes in the protocol); actives 0.2% (n = 330,000); in the data active = inhibition above about 50%
# GRK2 inh: compounds blocking aptamer binding on GRK2 – biochemical, human GRK2, bead flow cytometry, HTS, primary screen | Beta-adrenergic receptor kinase 1 (Homo sapiens), P25098 | FAM-aptamer displacement from GRK2 | inhibition of aptamer binding, % at 10 µM | actives 0.59% (n = 330,000);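 active = inhibition of aptamer binding above 40%, roughly 3 SD of noise, on plates passing a quality check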;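 also: median bead fluorescence of bound FAM aptamer so fluorescent compounds give negative values; no value below 0 was filed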
# Fam108B inh: mouse Fam108B serine hydrolase inhibitors, primary screen, counter-screen for RBBP9 inhibitor project, biochemical, fluorescence polarization. recombinant Fam108B, FP-Rh probe fluorescence polarization. inhibition, % at 9.51 µM. actives 0.33% (n = 300,000);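 active = inhibition above the screen mean inhibition plus 3 SD, computed separately per campaign, cut at about 18% in these data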;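 also: inhibitors lower polarization as less probe binds the enzyme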
# MCL1 BIM primary: inhibitors of MCL1 binding to BIM-BH3, primary screen, biochemical, fluorescence polarization | inhibition, % at 10.9 µM | Induced myeloid leukemia cell differentiation protein Mcl-1 (Homo sapiens), Q07820 | actives 0.68% (n = 320,000) | GST-MCL1 / FITC-Bim-BH3 fluorescence polarization;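 active = inhibition above the mean inhibition of all tested compounds plus 3 SD, set per campaign, cut at about 40% in these data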;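 also: 0% = DMSO wells and 100% = unlabeled Bim-BH3 peptide control; higher means more loss of mP so more displacement of Bim peptide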
# Target sequence (Q07820 whole entry, looked up): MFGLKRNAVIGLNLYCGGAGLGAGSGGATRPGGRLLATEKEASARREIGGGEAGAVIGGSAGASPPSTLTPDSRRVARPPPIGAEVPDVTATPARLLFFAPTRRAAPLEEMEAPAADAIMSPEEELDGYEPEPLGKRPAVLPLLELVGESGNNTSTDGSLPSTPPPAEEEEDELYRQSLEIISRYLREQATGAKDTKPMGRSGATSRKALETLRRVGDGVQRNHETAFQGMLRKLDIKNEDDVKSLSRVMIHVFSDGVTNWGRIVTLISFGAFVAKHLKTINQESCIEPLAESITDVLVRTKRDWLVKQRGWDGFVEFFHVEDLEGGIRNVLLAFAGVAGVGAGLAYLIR
# GLD-1 TGE inh: GLD-1/TGE RNA complex disruptors, primary screen, biochemical, fluorescence polarization. Female germline-specific tumor suppressor gld-1 (Caenorhabditis elegans), Q17339. purified GLD-1 + fluorescein TGE RNA. inhibition, % at 5.96 µM. actives 0.44% (n = 320,000). AID 2280, 2010;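 active = percent inhibition above a per-plate cutoff, the plate mean of test compounds plus 3 SD, cut at about 30% in these data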;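 also: 0% = DMSO wells with GLD-1 and probe and 100% = wells lacking GLD-1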
# Target sequence (Q17339 whole entry, looked up): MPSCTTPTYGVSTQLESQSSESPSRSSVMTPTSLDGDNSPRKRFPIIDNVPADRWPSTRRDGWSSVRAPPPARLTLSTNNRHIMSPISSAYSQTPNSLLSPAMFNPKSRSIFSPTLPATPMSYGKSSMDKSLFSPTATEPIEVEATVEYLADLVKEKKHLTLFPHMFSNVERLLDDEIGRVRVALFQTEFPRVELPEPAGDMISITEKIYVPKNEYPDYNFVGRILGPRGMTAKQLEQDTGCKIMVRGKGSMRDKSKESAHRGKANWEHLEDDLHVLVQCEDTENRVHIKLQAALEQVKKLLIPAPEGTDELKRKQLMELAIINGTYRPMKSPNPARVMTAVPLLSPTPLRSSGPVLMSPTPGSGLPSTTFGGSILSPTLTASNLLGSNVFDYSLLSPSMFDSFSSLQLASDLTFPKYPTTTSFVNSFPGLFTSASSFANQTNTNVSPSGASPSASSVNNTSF
# PME-1 inh: PME-1 inhibitors via competitive probe labeling, primary screen, biochemical, fluorescence polarization, FP-Rh probe, HTS; AID 2130, 2009; actives 0.53% (n = 320,000); inhibition, % at 5.9 µM; recombinant PME-1;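 active = inhibition above the campaign mean of all compounds plus 3 SD, cut at about 26% in these data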;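 also: competitive labeling of PME-1 active site by serine hydrolase directed probe; 0% = PME-1 with DMSO and 100% = wells lacking PME-1 enzyme; inhibitors block probe labeling so polarization falls and inhibition rises; many of its hits are not listed in these tables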
# * marks the source's active call; other numbers are inactive results; . = not tested or not shown.
SMILES	Bcl-xL primary	Efflux pump inh	MEX-5 binding	VLA-4 inh	GRK2 inh	Fam108B inh	MCL1 BIM primary	GLD-1 TGE inh	PME-1 inh
COc1ccc(S(=O)(=O)N2CCC(C(=O)N(C)Cc3ccc(C)o3)CC2)cc1OC	-2	-0.2	.	-1	3	.	-7	1	5
O=C(Cc1ccc(Cl)cc1)Nc1ccncc1	1	0.0	1.5	0	2	1	-4	2	-2
CC(=O)Nc1ccc(Nc2cc(C)nc3c(-c4ccccc4)cnn23)cc1	2	-0.3	.	5	5	4	8	6	22
COC(=O)C(Cc1ccccc1)NC(=O)CNC(=O)c1ccc(Br)o1 (stereo not given)	1	0.2	.	0	2	.	0	-10	1
C=CCn1c(SCc2nc3ccccc3c(=O)[nH]2)nc2scc(C3CC3)c2c1=O	-6	0.0	-6.5	0	0	-12	-19	-27	-9
COCc1cc(CN2CCN(C)CC2)c(O)c2ncccc12	6	0.1	-13	18	0	3	16	5	5
Cc1ccccc1-c1ncc(CN2CCC(CO)(CCCc3ccccc3)CC2)cn1	3	0.2	0.0	0	0	4	6	8	-2
Nc1nc2ccccc2n1C(=O)c1ccccc1	1	0.1	1.5	-1	0	5	8	2	2
COCCNC(=O)Cn1nc(-c2ccccc2C)ccc1=O	4	-0.1	2.2	-1	.	4	4	2	2
Cc1cccc(-n2nc3c(c2NC(=O)C(C)C)CSC3)c1	4	-0.1	2.7	6	2	3	1	-4	-2
CCOC(=O)C1=C(CCc2ccccc2)NC(=O)NC1c1cccc([N+](=O)[O-])c1 (stereo not given)	0	0.0	0.1	6	1	-3	0	0	3
CCN1CC2=C(OC(N)=C(C#N)C2c2cccs2)/C(=C/c2cccs2)C1 (stereo not given)	-5	0.4	3.6	-7	4	0	-22	-9	-1
O=C(O)CCNC(=O)/C(=C\C=C\c1ccccc1)NC(=O)c1ccccc1	3	-0.1	3.2	.	6	0	10	6	-1
N#Cc1ccccc1OCC(=O)OCC(=O)c1c[nH]c2ccccc12	0	-0.2	.	-14	0	.	-5	-3	-2
O=C(Nc1ccc2oc(-c3ccccc3)nc2c1)c1ccco1	7	0.1	5.1	0	6	-9	8	1	-17
CC(=O)Nc1ccc(NC(=O)CCCCCN2C(=O)c3ccccc3C2=O)cc1	6	-0.3	-0.8	7	3	-3	15	7	-2
Cc1ccc(Sc2ccncc2S(N)(=O)=O)cc1	6	0.8	-0.6	-28	0	0	5	-2	-7
COc1cc([N+](=O)[O-])ccc1NC(=O)NN1CCN(C)CC1	4	5.3*	-1.3	18	0	5	3	-2	-1
COc1ccc(-c2ccc(=O)n(CC(=O)NCc3ccco3)n2)cc1	6	-0.1	2.6	-2	4	3	-1	-8	-5
COc1ccc(NC(=O)N(C)C[C@H]2Oc3ccc(NC(=O)Nc4ccc(C(F)(F)F)cc4)cc3C(=O)N([C@H](C)CO)C[C@@H]2C)cc1	.	-0.1	.	16	3	.	.	3	.
COc1ccc2c(c1)c(=O)oc1cc(OCC(=O)N3CCCC(C)C3)ccc12 (stereo not given)	11	0.0	1.6	27	5	-4	8	2	-4
CC(C)/C=C/CN1CCC(Oc2ccc(C(=O)N3CCCC3)cc2)CC1	10	0.0	-0.1	5	2	2	9	4	1
CCCn1c(=O)c(C(=O)N/N=C/c2ccccc2F)c(O)c2ccccc21	3	-0.1	1.2	8	0	1	2	-2	6
COc1cc(CNC2CCCC2)cc(OC)c1	3	-0.1	2.4	-110	1	2	7	4	-5
O=C(CN1C(=O)c2ccccc2C1=O)Oc1ccc(Cl)cc1	-1	0.4	-2.7	14	0	5	-4	-3	-2

# Following part
SMILES	Bcl-xL primary	Efflux pump inh	MEX-5 binding	VLA-4 inh	GRK2 inh	Fam108B inh	MCL1 BIM primary	GLD-1 TGE inh	PME-1 inh
CC(C)(C)OC(=O)C[C@H]1C/C=C\C[C@@H](CC(=O)N(CCO)Cc2ccccc2)C(=O)N2CCC[C@@H]2COC1=O	.	-0.4	.	-4	4	.	.	-1	.
Cc1ccnc(NC(=O)CCC(=O)N(CC(=O)NCCc2ccccc2)c2ccc(F)cc2)c1	2	0.1	2.5	-3	0	1	1	-4	-1
O=C(O)c1c(-c2ccccc2)oc2ccc(O)cc12	6	0.0	1.2	9	1	0	-4	3	4
COc1ccc2oc(C(=O)OCC(=O)NCC3CCCO3)c(C)c2c1 (stereo not given)	3	0.0	0.4	6	1	-3	-5	-2	-4
COc1ccc(NC2c3ccccc3C(=O)N2Cc2ccc3c(c2)OCO3)cc1 (stereo not given)	6	-0.1	-3.0	13	0	6	3	1	8
ON=C1c2ccccc2-c2ccccc21	-2	-0.2	-1.5	4	3	2	2	-4	-11
CC(=O)Nc1ccc(S(=O)(=O)N2C(=O)c3cccc4cccc2c34)cc1	0	-0.1	1.8	3	2	-4	-1	3	-7
CC(NC(=O)/C(C#N)=C/c1ccc([N+](=O)[O-])o1)c1ccccc1 (stereo not given)	10	0.6	3.5	-22	1	-19	13	13	-40
COc1cc(NC(=O)c2ccccc2Cl)c(OC)cc1NC(=O)CN1CCOCC1	2	0.0	-0.2	8	0	1	-3	5	7
Cc1ccc2cc3c(NC(=O)C4CCCO4)nn(CC(C)C)c3nc2c1 (stereo not given)	3	0.0	0.2	-6	2	-1	4	3	7
O=C(COC(=O)c1ccccc1Br)Nc1cc(S(=O)(=O)N2CCOCC2)ccc1N1CCCC1	-1	-0.1	1.0	-5	0	4	-2	-10	54*
CC(=O)Nc1cccc(NC(=O)c2cccc(S(=O)(=O)N3CCN(Cc4ccccc4)CC3)c2)c1	-2	0.0	-0.5	0	0	-8	0	1	-20
CCc1cccc(C)c1NC(=O)CCCN1C(=O)NC(C)(C)C1=O	-6	-0.5	.	4	0	.	-19	-1	-3
C=CSc1sc(Cl)c(N2CCOCC2)c1[N+](=O)[O-]	8	0.2	-1.2	5	0	9	12	1	-2
O=C(CSc1nc(C2CC2)nc2ccccc12)Nc1ccccc1	4	0.1	2.0	2	3	-4	5	-2	-8
COCCCn1c(=O)/c(=C\c2ccccc2OC(F)F)s/c1=C(/C#N)C(=O)NC(C)C	-5	-6.7	70	-13	0	-2	-3	-11	-2
COc1cccc(-c2noc(CCC(=O)NCC3CCCO3)n2)c1 (stereo not given)	1	0.0	0.4	6	1	-3	1	-1	5
CC(C)C(C(=O)NCC1CCCO1)N(Cc1ccccc1)C(=O)CNS(=O)(=O)c1ccccc1 (stereo not given)	-2	0.5	-0.9	6	2	2	-3	-10	1
CCCC(=O)Nc1cc(Cl)ccc1C	3	-0.3	0.6	6	0	-2	2	6	3
Cc1cccc(C(=O)NCc2nnc(SCC(=O)Nc3nnc(C)s3)n2C)c1	-4	0.0	-3.7	-2	1	3	-6	-4	-3
O=C(NC1CCCCC1)C(=S)NC1CCCCC1	5	0.0	-0.1	0	4	-3	1	1	-1
COc1ccc(OC)c(NC(=O)c2oc3c(c2C)C(O)CC(C)(C)C3)c1 (stereo not given)	0	-0.1	0.7	-18	3	4	8	10	10
CCOc1ccc(NC(=O)CCN2C(=O)C3CCCCC3C2=O)cc1OCC (stereo not given)	1	-0.1	2.3	-9	0	-5	0	10	2
CCOC(=O)C(=O)Nc1ccccc1C(=O)OCC	12	0.0	1.1	-2	0	1	-5	5	-8
COCCOC(=O)c1cc(C(=O)c2cc(Cl)ccc2O)coc1=N	0	0.0	-2.7	-11	2	4	2	0	-4

# (next part)
SMILES	Bcl-xL primary	Efflux pump inh	MEX-5 binding	VLA-4 inh	GRK2 inh	Fam108B inh	MCL1 BIM primary	GLD-1 TGE inh	PME-1 inh
COc1ccc(/C=C(/NC(=O)c2cccs2)C(=O)NC(C)(C)C)cc1OC	6	-0.2	0.9	3	0	-1	2	5	-3
O=C(O)CNC(=O)C12CC3CC(CC(Cl)(C3)C1)C2	2	-0.1	1.2	2	0	3	-1	8	0
CC1=C(C(=O)NCc2ccccc2)C(c2ccc(C)o2)n2ncnc2N1 (stereo not given)	38*	-0.1	0.0	10	3	-1	42*	30	4
Nc1ccc(O)cc1C(=O)OCC(=O)c1ccc(C2CCCCC2)cc1	-1	-0.2	1.7	6	0	16	0	9	5
O=C(Nc1ccc(F)cc1)C1CCCN(S(=O)(=O)c2ccc(-n3cnnn3)cc2)C1 (stereo not given)	0	0.0	-0.3	-8	0	0	3	7	-7
CCc1nnc(NC(=O)c2sc3nc4c(cc3c2N)CCCCCC4)s1	3	0.1	-3.1	4	0	9	-5	4	29*
O=S(=O)(NC1=NCCC1)c1cccc(NS(=O)(=O)c2ccc(OC(F)(F)F)cc2)c1	2	0.0	4.5	-2	0	-4	-6	3	0
COc1ccccc1-n1c(SC(C)C(=O)NCC2CCCO2)nc2cc(Cl)ccc2c1=O (stereo not given)	-3	0.0	-1.5	-3	0	-3	8	8	0
CCOc1ccc(OCCOc2ncnc3ccccc23)cc1	0	0.0	.	10	4	-5	-7	0	-5
Nc1cccnc1Sc1cc(Cl)c(Cl)cc1Cl	4	0.0	-0.2	15	5	1	0	7	0
Cc1ccc(S(=O)(=O)CCC(=O)OCCOc2cccc(Br)c2)cc1	3	0.3	.	-5	1	.	9	6	1
O=C(CSc1nccc(=O)[nH]1)Nc1ccc(N2CCOCC2)cc1	5	-0.1	1.5	-18	7	3	13	1	2
CC1(C)C=Cc2cc(-c3coc4cc(O)cc(O)c4c3=O)cc(O)c2O1	4	-0.1	1.7	22	0	0	5	8	4
COc1ccc(O[C@H]2C=C[C@@H](c3ccccc3)O[C@@H]2CO/N=C/C[C@@H]2C=C[C@H](OC(C)=O)[C@@H](COC(C)=O)O2)cc1	-1	0.1	0.0	-6	3	3	2	0	2
COc1ccc(NC(=O)CC(CC(=O)O)c2cc(OC)c(OC)c(OC)c2)cc1 (stereo not given)	2	-0.1	1.2	3	0	2	4	-5	-5
CCC(C)NC(=O)CSc1c2c(nc3ccccc13)CCCC2 (stereo not given)	7	-0.3	-0.4	23	3	6	4	-2	7
CN1CCC(CNC(=O)Nc2ccccc2)(c2ccccc2)CC1	6	0.1	0.6	-9	2	-1	7	2	0
CC(=O)Nc1ccc(N2C(=O)c3ccc(C(=O)Nc4nnc(SCc5ccc(F)cc5)s4)cc3C2=O)cc1	-3	0.1	-1.0	12	0	-5	1	7	-1
Cc1ccccc1C(=O)N1CCC(C(=O)Nc2ccc3c(c2)OCO3)CC1	-2	0.3	0.0	-2	1	-8	3	0	6
COc1cc(C(C(=O)NCC2CCCO2)N(C(=O)Cn2nnc3ccccc32)c2ccc(C(C)=O)cc2)ccc1O (stereo not given)	11	0.3	2.8	-53	0	-2	3	9	-2
S=c1[nH]nc(-c2ccc(Cl)cc2)n1-c1cccnc1	-36	-0.1	0.0	6	0	3	-28	-2	-2

# A portion of the library; count on the stated rates, not on these rows.
